Shiga inhibitor: Shiga toxin inhibition | Vero cells, Shiga toxin protein synthesis inhibition reporter | inhibition, % at 38.7 µM | 290,000 compounds, 9.2% hits; in the data active = inhibition mostly above about 28%, no sharp cut-off; inactive = mostly below about 43%; also: 0% is about no effect
Pf growth 96h: inhibits malaria parasite growth, 96 h; P. falciparum luciferase reporter growth, 96 h; Potency, µM (highest dose often 28.7 µM), for the others: at the top dose activity change, negative = inhibition, actives largely listed as inhibitors; 320,000 compounds, 6.9% hits; AID 504834; also: potency is read from the fitted curve at half-maximal effect; % is scaled to controls: 0 for no effect and ±100 for the full control effect
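96 h incubation, 37 C, 5% CO2, of luciferase-reporter P. falciparum-infected RBCs (2% hematocrit, 0.05% parasitemia final) with test compounds; endpoint luminescence.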
Cycloheximide cs: counter-screen for Shiga toxin inhibitors: cycloheximide protein synthesis inhibition; cell reporter, cycloheximide protein synthesis inhibition counterscreen; max response, %; 300,000 compounds, 12% hits; AID 2314; in the data active = max response mostly above about 13%, no sharp cut-off; inactive = mostly below about 14%; also: read at 38.3 µM for the half of the compounds with a filed dose; 0% is about no effect
AmpC inh no detg: blocks E. coli AmpC beta-lactamase in detergent-free assay | P00811 | AmpC nitrocefin hydrolysis, absorbance 480 nm, 0.0001% Triton | Potency, µM (titrated, usually from 57.1 µM), inactives show at the highest dose activity change, negative = inhibition, hits mostly inhibitors | 330,000 compounds, 0.52% hits;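 also: potency is read from the fitted curve at half-maximal effect; plate controls were no compound for no effect and no enzyme for full effect; nearly all actives have a fitted effect of over 20% in size; some results filed as inactive show a strong effect at the top dose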
Target sequence (P00811 whole entry, looked up): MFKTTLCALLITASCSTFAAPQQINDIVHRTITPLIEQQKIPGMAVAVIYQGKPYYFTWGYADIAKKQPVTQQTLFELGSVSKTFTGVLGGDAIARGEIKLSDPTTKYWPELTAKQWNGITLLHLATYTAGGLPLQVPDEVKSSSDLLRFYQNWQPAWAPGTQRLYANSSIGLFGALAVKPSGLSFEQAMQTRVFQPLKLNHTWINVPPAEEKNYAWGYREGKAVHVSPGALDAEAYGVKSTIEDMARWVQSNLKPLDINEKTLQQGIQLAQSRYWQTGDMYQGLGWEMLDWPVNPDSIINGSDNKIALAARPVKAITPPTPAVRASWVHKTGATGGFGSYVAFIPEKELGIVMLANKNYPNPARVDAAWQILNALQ
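AmpC (5.3 nM in the dispensed reagent) in 20 mM phosphate pH 7.0 with 0.01% (detergent screen) or 0.0001% Triton X-100 was preincubated with compounds for 15 min at room temperature. Nitrocefin was then added from an 800 uM solution, and hydrolysis was followed at 480 nm.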
LmPK inhibitor: inhibitors of Leishmania mexicana pyruvate kinase; Q27686; purified LmPK, Kinase-Glo ATP luminescence, 1 h; Potency, µM (series often up to 57.5 µM), for inactives: at the highest dose activity change, negative = inhibition, most hits filed as inhibitors; 290,000 compounds, 0.37% hits; AID 1721; also: potency is read from the fitted curve at half-maximal effect; % is scaled to controls: 0 for no effect and ±100 for the full control effect
Target sequence (Q27686 whole entry, looked up): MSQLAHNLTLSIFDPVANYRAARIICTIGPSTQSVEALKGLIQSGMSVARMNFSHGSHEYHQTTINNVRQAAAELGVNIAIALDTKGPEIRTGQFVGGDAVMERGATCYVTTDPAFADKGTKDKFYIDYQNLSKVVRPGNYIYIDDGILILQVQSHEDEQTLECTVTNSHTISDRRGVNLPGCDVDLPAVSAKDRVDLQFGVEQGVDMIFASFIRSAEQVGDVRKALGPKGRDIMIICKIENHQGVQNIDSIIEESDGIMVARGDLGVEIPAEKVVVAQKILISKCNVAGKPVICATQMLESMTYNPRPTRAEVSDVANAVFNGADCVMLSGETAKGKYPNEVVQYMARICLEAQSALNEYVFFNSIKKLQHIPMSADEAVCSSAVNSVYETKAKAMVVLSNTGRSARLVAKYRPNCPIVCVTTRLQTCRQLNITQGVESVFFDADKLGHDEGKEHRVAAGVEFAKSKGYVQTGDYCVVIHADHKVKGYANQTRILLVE
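Screened at intermediate enzyme activity to detect both inhibitors and activators: LmPK at 0.1 nM, with a 0.5 nM enzyme column as activation reference. PEP 0.5 mM, ADP 0.1 mM; ATP detected by luminescence after 1 h.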
Tb PYK inh: T. brucei pyruvate kinase inhibition; Q57TT1; TbPYK enzyme, Kinase-Glo Plus ATP luminescence, 45 min; Potency, µM (doses to about 76.8 µM), for the others: at the highest dose activity, negative = inhibition, hits mostly inhibitors; 410,000 compounds, 0.12% hits; AID 624173; also: potency is read from the fitted curve at half-maximal effect; % is scaled to controls: 0 for no effect and ±100 for the full control effect; nearly all actives have a fitted effect of over 50% in size
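TbPYK + substrate in 50 mM TEA pH 7.2, 100 mM KCl, 10 mM MgCl2, 0.05% BSA, 0.01% Tween-20; cpd pinned; ADP 130 uM final; 45 min RT; Kinase-Glo Plus 10 min; luminescence endpoint.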
Pf growth 48h: P. falciparum growth inhibition at 48 hours (one generation) | P. falciparum luciferase growth in erythrocytes, 48 h | Potency, µM (top dose mostly 28.7 µM), inactives show top-dose activity change, negative = inhibition, most hits filed as inhibitors | 310,000 compounds, 5.9% hits; also: potency is read from the fitted curve at half-maximal effect; % is scaled to controls: 0 for no effect and ±100 for the full control effect
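Firefly luciferase activity from engineered P. falciparum reports growth; inhibitors lower the luminescent signal. Cultures contained 2% hematocrit erythrocytes at 0.1% final parasitemia.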
* hit, by the source's call; u = inconclusive; x = no result given; + = active, no number; [ ] = remark or other dose. Unless noted, calls follow the shape of the dose curve; as a rule, active = well fitted curve in the direction sought with a large enough effect; inconclusive = small, poorly fitted or top-dose-only effect, or another doubt; inactive = no such curve, though single readings can be large; an effect the other way counts as inactive or inconclusive.

mol	Shiga inhibitor	Pf growth 96h	Cycloheximide cs	AmpC inh no detg	LmPK inhibitor	Tb PYK inh	Pf growth 48h
N#Cc1ccc(OCC(=O)N/N=C2\CCc3ccccc32)cc1	5	u	6	-20%	12%	-13%	x
O=S(=O)(Cc1cnc(Cl)s1)c1ccccc1	-1	12%	-2	-8%	-5%	1%	4%
O=C(c1cc(COc2cccc(C(F)(F)F)c2)on1)N1C[C@H]2CC[C@H]1C2	80*	36%[activator]	30*	88%[activator]	-4%	-8%	18%
NC(=O)CSc1nnc(-c2cccnc2)n1CCc1ccccc1	-9	-2%	-4	-5%	-3%	-6%	8%
Cc1csc(NC(=O)C2C3C=CC(O3)C2C(=O)O)n1 (stereo not given)	1	2%	-2	-20%	2%	-8%	12%
CCS(=O)(=O)N1Cc2ccccc2CC1C(=O)Nc1nc2ccc(C)cc2s1 (stereo not given)	68*	9%	39*	-18%	1%	-6%	10%
CN(CC(=O)Nc1ccc(F)cc1)C(=O)c1ccc(-c2ccc(Cl)cc2)o1	5	2.3µM*	10	46%	-1%	-3%	u
CCc1sc(C(=O)Nc2ncccc2O)cc1C	46*	123%[activator]	36*	38%[activator]	-12%	-5%	118%[activator]
Cc1cc(Cl)c(S(=O)(=O)Nc2ccc3c(c2)OCO3)cc1OCC(N)=O	19	27%	-4	-22%	1%	-7%	1%
COc1ccc(N2CCN(S(=O)(=O)c3ccc4c(c3)NC(=O)C(C)S4)CC2)cc1 (stereo not given)	-13	u	-1	31%	-5%	-9%	7%
Cc1ccc(NC(=O)COC(=O)C2C3CC4OC(=O)C2C4C3)cc1Cl (stereo not given)	17	1%	6	2%	0%	-7%	15%
S=c1[nH]cc(-c2ccc(Cl)cc2)n1Cc1ccccc1	13	-30%	14*	-30%	-9%	3%	-18%
Cc1cc(C)c2[nH]c(=O)c(CN(CC3CCCO3)C(=O)c3cnccn3)cc2c1 (stereo not given)	9	2%	5	14%	1%	0%	-13%
Cc1ccc(S(=O)(=O)NCC(=O)N(CC(=O)NC2CCCC2)c2ccc3c(c2)OCCO3)cc1	-1	17%	-5	8%	6%	0%	u
O=C1CC(N2CCN(c3ccccn3)CC2)C(=O)N1CC(c1ccccc1)c1ccccc1 (stereo not given)	9	u	0	166%[activator]	2%	-7%	u
CCn1cc(C(=O)N(CCCN2CCOCC2)Cc2ccco2)c(=O)c2ccc(C)nc21	-7	u	1	19%	-6%	-7%	-3%
CCN(C(=S)NCCOC)c1cccc2ccccc12	22	42%[5.75 µM]	1	-2%[2.29 µM]	2%	0%	u
COc1cc(OC)cc(Oc2ccc(S(=O)(=O)N3CCCCC3)cc2[N+](=O)[O-])c1	2	u	-5	-8%	-2%	-3%	8.3µM*
CCOc1ccc(S(=O)(=O)N2CCCC(C(=O)NC3CCCC3)C2)cc1 (stereo not given)	-6	-12%	-2	-8%	-4%	0%	12%
Cn1c(SCC(N)=O)nnc1C1CCN(C(=O)NC2CCCCC2)CC1	-26	u	-4	-7%	1%	-8%	6%
COc1cccc(N2C(=NC(=O)CCC3CCCC3)SC3CS(=O)(=O)CC32)c1 (stereo not given)	2	9%	-2	9%	6%	-2%	3%
NC(=O)COC(=O)C1CSC2(c3ccc(F)cc3)CCC(=O)N12 (stereo not given)	-11	4%	-2	-10%	0%	-16%	17%
CCOC(=O)CCc1c(C)c2ccc(OCc3ccc([N+](=O)[O-])cc3)cc2oc1=O	-10	0%	-4	-1%	0%	-8%	37%[activator]
CC1(C)N=C(N)N=C(N)N1c1cccc(C(=O)O)c1	6	x	16	-40%	7%	-13%	-8%
CCOc1ccc(CNC(=O)CCCC(=O)n2nc(C)c3ccccc32)cc1	7	u	-2	53%	8%	3%	15%
O=C(Nc1nn[nH]n1)C12CC3CC(CC(C3)C1)C2	32	x	-5	-6%	4%	0%	-2%
Cn1c(=O)oc2cc(S(=O)(=O)NCCCN3CCCC3=O)ccc21	8	-37%	-6	-3%	-2%	-1%	x
CCc1ccccc1SCc1noc(C(=O)NCC2CCCO2)c1C(=O)O (stereo not given)	-17	43%[activator]	-3	-20%	-3%	-3%	u
Cc1c(CCOC(=O)c2cc([N+](=O)[O-])ccc2Cl)sc[n+]1CCCCS(=O)(=O)[O-]	-5	u	-8	-11%	-1%	5%	4%
O=C(CCOc1cccc(Br)c1)NNC(=O)COc1ccc(F)cc1	x	16%	x	-13%	x	-9%	1%
COc1ccc(CCNC(=O)C2CCN(S(=O)(=O)c3ccc(-n4cnnn4)cc3)CC2)cc1OC	-23	u	-1	41%	10%	0%	x
CNS(=O)(=O)c1cccc(C(=O)OCc2csc(-c3ccccc3)n2)c1	63*	41%[activator]	33*	-19%	9%	-4%	31%[activator]
CCOc1ccccc1N1CN(Cc2ccccc2)CNC1=S	-17	u	-1	0%	-1%	-6%	-30%
CN(C)c1ccc(-c2ccncc2)cc1	21	x	11	-23%	-17%	x	19%
CCOC(=O)Cn1nc(-c2ccc(Cl)cc2)cc1N	92*	u	38*	0%	4%	1%	48%[activator]
OCCC1CN(Cc2cccnc2)CCN1CCc1ccccc1 (stereo not given)	2	9.3µM*	12	-12%	-2%	-3%	-11%
CCOC(=O)c1ccc(NC(=O)c2cc(=O)[nH]c3ccccc23)cc1	14	37%[activator]	-2	-13%	3%	1%	-12%
COCCCNC(=S)Nc1cc(C)c(C)cc1C	-6	u	-2	1%	-7%	-4%	-2%
CCN(C(=O)COC(=O)C1CCN(S(=O)(=O)c2cccs2)CC1)c1ccccc1	-10	43%[activator]	-3	59%	4%	-5%	-12%
COCCSc1ccccc1C(=O)N1CCc2ccccc2C1	-3	0%	-3	19%	0%	0%	-4%
Cc1ccccc1NC(=O)Cc1nc(COC(=O)C(NC(=O)c2ccccc2C)C(C)C)cs1 (stereo not given)	x	7%	x	-8%	x	1%	u
Cc1cc2cc(C=C(C#N)C#N)c(Cl)nc2cc1C	+	6%	25*	-27%	3%	0%	31%[activator]
CC(C)c1nc(N2CCN(C(=O)c3ccco3)CC2)c2c3c(sc2n1)CCCC3	-3	15%	0	70%[activator]	1%	2%	10µM*
CCOc1ccc(CNC(=O)C2Cc3cc(S(=O)(=O)N4CCCC4)ccc3N2C(C)=O)cc1 (stereo not given)	2	u	-4	-22%	-1%	1%	-8%
COc1ccc(/C(C)=N/N=C(N)N)c(OC)c1	4	3%	-2	-20%	-2%	-5%	-3%
CCOc1ccc(CCNC(=O)CSc2nn(-c3ccc(C)c(Cl)c3)c(=S)s2)cc1OCC	-3	u	-2	-7%	3%	0%	u
CCCCNC(NCCCC)=C(S(=O)(=O)CC)S(=O)(=O)CC	23	u	-4	-4%	6%	-5%	5%
CCOc1ccc(Oc2ccc(Cl)cc2NC(=O)C2=COCCO2)cc1	x	u	x	-16%	x	-5%	u
Cc1oc(-c2ccc3c(c2)OCCO3)cc1C(=O)O	-33	u	-9	-3%	14µM*	u	u
CC(C)(C)c1cc(Cl)ccc1OCCOCCN1CCCC1	-16	-9%	-2	75%[activator]	0%	-16%	u
O=C1c2cccc3c([N+](=O)[O-])ccc(c23)C(=O)N1CC1CCCO1 (stereo not given)	30	10µM*	20	-14%	0%	-1%	-11%
N#CN=C1SCCS1	18	-28%	-4	-11%	-2%	u	12%
Cc1ccc(C(=O)C(C)OC(=O)Cn2c(C)csc2=O)cc1 (stereo not given)	3	-29%	1	-13%	-5%	0%	-12%
CC1C=CCC2C(=O)N(c3cccc(C(=O)NCCc4ccccc4)c3)C(=O)C12 (stereo not given)	-8	6%	-3	-43%	11%	-10%	-4%
Clc1cc2cccnc2c2ccccc12	-4	1%	-2	-2%	-6%	3%	6%
CC12CCC(=O)N1c1ccccc1C(=O)N2c1ccccc1 (stereo not given)	-8	29%	-1	1%	2%	0%	11%
O=C(Nc1ccccc1Cl)c1ccccc1Cc1ccccc1	9	0%	18	-17%	-1%	2%	13%
CS/C(=N\S(=O)(=O)c1ccc(Cl)cc1)c1ccccc1	-8	36%[activator]	-1	-8%	0%	2%	17%
Cc1ccc2c(c1)C1CN(C)CCC1N2C(=O)COc1ccc(N(C)C(=O)C(C)(C)C)cc1 (stereo not given)	-9	u	-1	54%	2%	2%	-26%
COc1cccc(OC)c1OCC(O)CN1CCN(c2ccccc2F)CC1 (stereo not given)	-4	4.7µM*	-3	13%	3%	2%	-12%

Part of the list above in order of formula weight, lowest first.
mol	Shiga inhibitor	Pf growth 96h	Cycloheximide cs	AmpC inh no detg	LmPK inhibitor	Tb PYK inh	Pf growth 48h
N#CN=C1SCCS1	18	-28%	-4	-11%	-2%	u	12%
CC(C)c1nc(N2CCN(C(=O)c3ccco3)CC2)c2c3c(sc2n1)CCCC3	-3	15%	0	70%[activator]	1%	2%	10µM*
Cc1ccc2c(c1)C1CN(C)CCC1N2C(=O)COc1ccc(N(C)C(=O)C(C)(C)C)cc1 (stereo not given)	-9	u	-1	54%	2%	2%	-26%
CCOc1ccc(CCNC(=O)CSc2nn(-c3ccc(C)c(Cl)c3)c(=S)s2)cc1OCC	-3	u	-2	-7%	3%	0%	u

(listing goes on)
mol	Shiga inhibitor	Pf growth 96h	Cycloheximide cs	AmpC inh no detg	LmPK inhibitor	Tb PYK inh	Pf growth 48h
Cn1cnnc1SCC(=O)NC1CCCCCC1	-4	-15%	14	-3%	1%	3%	86%[activator]
CC(C)CSc1nc2ccccc2c(=O)[nH]1	-4	-8%	9	-17%	8%	0%	u
O=C(CCc1ccccc1)NC1CCSC1=O (stereo not given)	42	x	9	-6%	4%	6%	7%
CC(=O)OCC(=O)Nc1ccc([N+](=O)[O-])cc1Cl	-3	33%[activator]	9	-4%	6%	6%	19%
NC(=O)NOCc1ccc(Cl)cc1Cl	2	18%	-5	-4%	7%	-10%	28%
COc1ccc(CSc2nnc(C)n2N)cc1[N+](=O)[O-]	13	-1%	-6	-13%	-1%	-2%	-13%
CCN(CC)S(=O)(=O)c1ccc(Cl)c(OC)c1	-7	x	-3	-18%	-2%	4%	16%
CCCCCCN(C(=O)CCCCCN1C(=O)NC(c2ccc(-c3ccccc3)cc2)C(C(=O)OCc2ccccc2)=C1C)C(C(=O)NCCCC)C1CCCCC1 (stereo not given)	16	2.6µM*	-7	-12%	1%	x	0.83µM*
CC(=O)c1ccc(OCC(=O)NC2CCCCCC2)cc1	x	3%	x	-19%	x	-1%	-10%
COC(=O)c1cc(NS(=O)(=O)c2ccc3c(c2)c(=O)n(C)c(=O)n3C)cc(C(=O)OC)c1	-2	u	-11	-9%	-8%	0%	20%
c1coc(CN(Cc2ccco2)c2ncnc3c2oc2ccccc23)c1	40	u	19*	-20%	1%	-21%	u
